Screening data: PubChem BioAssay, The Scripps Research Institute Molecular Screening Center
DDE Tn7 FP inh – disrupts Tn7 cyclic peptide binding to fibrin D-Dimer-E complex; FP displacement of FITC-Tn7 peptide from fibrin DD(E); 0% = median of compound wells per plate; inhibition, % at 8.3 µM; P02675; 370,000 compounds, 0.13% hits;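 active means inhibition above the mean of compounds falling within the control limits plus 3 SD of them, cut at about 14% in these data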;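 further: 0% = plate median of compound wells and 100% = 10 µM Aha-Tn7 peptide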
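Assay system: human fibrin DD(E). Input: DD(E) 2 µM final. Medium: Tris buffer with calcium and detergent, pH 7.8. Compound dosing: single point at 8.3 µM. Timing: 10 min plus 3 h, room temperature. Technique: fluorescence polarization of the labelled Tn7 tracer. Read-out: percent inhibition. Replicates: singlicate testing.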
PG9 Ab binder – PG9 antibody binding by small molecule; TR-FRET gp120-PG9 antibody binding; inhibition, % at 6.7 µM; 360,000 compounds, 0.43% hits; in the data active means inhibition above about 8.5%
LEDGF integ inh – blocks HIV-1 LEDGF/p75-dependent DNA integration; inhibition, % at 3.7 µM; TR-FRET IN-LEDGF/p75 DNA integration, Eu/Cy5; 370,000 compounds, 0.64% hits;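 active means inhibition above the screen-wide mean plus 3 SD, cut at about 13% in these data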;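 further: signal is the Cy5 over europium emission ratio at 671 and 618 nm; 0% = plate median of compound wells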
SIAE primary – blocks human sialic acid acetylesterase | inhibition, % at 9.66 µM | 370,000 compounds, 0.69% hits | AID 1053197 | SIAE FP-Rh probe binding, fluorescence polarization | Q9HAT2;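 active means inhibition above a cutoff: mean of compounds within the control limits plus 3 SD of those, cut at about 17% in these data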;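 further: 0% = plate median of compound wells and 100% = probe without SIAE protein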
Target sequence (Q9HAT2 whole entry, looked up): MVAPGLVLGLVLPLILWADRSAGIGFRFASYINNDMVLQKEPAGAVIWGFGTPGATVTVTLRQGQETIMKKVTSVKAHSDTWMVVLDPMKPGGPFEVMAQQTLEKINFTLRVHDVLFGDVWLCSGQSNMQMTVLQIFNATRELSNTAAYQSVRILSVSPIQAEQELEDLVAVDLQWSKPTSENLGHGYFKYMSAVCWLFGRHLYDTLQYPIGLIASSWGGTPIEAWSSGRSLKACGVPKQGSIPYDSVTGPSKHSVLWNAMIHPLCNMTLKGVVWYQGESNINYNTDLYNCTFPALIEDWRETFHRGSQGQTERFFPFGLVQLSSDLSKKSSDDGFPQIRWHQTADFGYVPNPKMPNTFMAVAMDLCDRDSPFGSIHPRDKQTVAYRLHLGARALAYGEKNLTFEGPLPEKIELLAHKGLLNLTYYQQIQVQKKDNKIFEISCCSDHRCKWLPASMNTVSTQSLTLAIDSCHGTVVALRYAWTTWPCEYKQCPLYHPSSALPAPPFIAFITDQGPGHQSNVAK
PRMT1 FP inh – inhibitors of human PRMT1. AID 652257. recombinant PRMT1, activity-based probe fluorescence polarization. inhibition, % at 2.79 µM. 370,000 compounds, 1.3% hits. Q99873;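 active means inhibition above about 21% made by adding two undisclosed values, limit read from the data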
Target sequence (Q99873 whole entry, looked up): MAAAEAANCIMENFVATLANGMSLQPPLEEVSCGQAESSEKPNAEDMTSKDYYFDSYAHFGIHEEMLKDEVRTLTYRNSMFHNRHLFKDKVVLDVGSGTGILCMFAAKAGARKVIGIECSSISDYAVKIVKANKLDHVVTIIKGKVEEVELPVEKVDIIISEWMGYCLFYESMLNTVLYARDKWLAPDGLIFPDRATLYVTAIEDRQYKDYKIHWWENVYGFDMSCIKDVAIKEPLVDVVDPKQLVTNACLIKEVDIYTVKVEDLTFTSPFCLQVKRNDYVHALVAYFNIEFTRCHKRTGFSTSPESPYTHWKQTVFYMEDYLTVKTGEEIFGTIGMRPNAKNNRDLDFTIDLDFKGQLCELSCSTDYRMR
TDP2 absorb – TDP2 (human) inhibition, absorbance primary screen; O95551; recombinant TDP2, T5PNP hydrolysis, p-nitrophenol absorbance 415 nm; inhibition, % at 12.8 µM; 370,000 compounds, 0.34% hits;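 active means inhibition above the mean of all tested compounds plus 3 SD, set per campaign, cut at about 25% in these data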;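 further: 0% = DMSO with enzyme and 100% = buffer with substrate but no TDP2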
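System – recombinant human TDP2 · Amount – 120 nM TDP2 per well · Buffer or medium – Mg2+-containing Tris-HCl buffer, pH 7.5 · Reagent – T5PNP substrate, 5 mM · Dosing – 12.8 µM single point, 1% DMSO · Incubation – 2 h at 37 °C · Measured by – epi absorbance · Read-out basis – percent inhibition · Benchmarks – high control without enzyme, low control DMSO plus TDP2 · Repeats – singlicate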
TCR CD3 inh – human TCR-CD3 binding inhibition; inhibition, % at 9.4 µM; TAMRA-labeled TCR probe fluorescence, biochemical; 360,000 compounds, 0.37% hits; in the data active means inhibition above about 19%;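 further: recombinant mutant TCR 2C K166C tagged with TAMRA read by polarization; 0% = receptor in buffer alone and 100% = receptor with positive control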
UHRF1 binding – blocks human UHRF1 binding to methylated DNA; UHRF1 binding to methylated oligo, TR-FRET; Q96T88; 370,000 compounds, 0.75% hits; inhibition, % at 4.4 µM; AID 687016; in the data active means inhibition above about 21%;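 further: UHRF1 SRA domain binding a hemimethylated CpG hairpin DNA probe; 0% = median of test compound wells and 100% = reference inhibitor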
HTRA1 inhibitor – HTRA1 (human) protease inhibition; AID 504803; inhibition, % at 5.96 µM; recombinant HTRA1, FP-rhodamine activity-based probe, fluorescence polarization; Q92743; 340,000 compounds, 0.5% hits; in the data active means inhibition above about 36%;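 further: 0% = enzyme with DMSO and 100% = wells lacking enzyme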
ABHD4 inh – inhibitors of mouse ABHD4; Q8VD66; purified mABHD4, FP-Rh probe fluorescence polarization; inhibition, % at 8.92 µM; AID 720543; 370,000 compounds, 0.54% hits;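 active means inhibition exceeding the mean over every tested compound plus 3 SD, cut at about 30% in these data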;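 further: 0% = plate median of compound wells and 100% = S159A mutant with DMSO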
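Assay system: Wild-type mouse ABHD4 protein | Medium: HEPES pH 7.0 buffer, 150 mM NaCl, 0.01% Pluronic F-127 | Incubation: Enzyme–compound pre-incubation 45 min, then probe 60 min, both 25 °C | Technique: Fluorescence polarization with parallel and perpendicular emission, 525/598 nm | Evaluation: % inhibition of FP-Rh probe binding versus controls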
Active calls of the source: *; . = not tested or not shown; & = joins results of further samples.

SMILES | DDE Tn7 FP inh | PG9 Ab binder | LEDGF integ inh | SIAE primary | PRMT1 FP inh | TDP2 absorb | TCR CD3 inh | UHRF1 binding | HTRA1 inhibitor | ABHD4 inh
CCCCn1c(=O)[nH]c(=O)c2c1nc(-c1ccc(OCCC)c(OCC)c1)n2C | 3 | -0.1 | -9 | -6 | 6 | -6 | -3 | 2 | 3 | 5
O=C(NCc1ccccc1)c1cccc(S(=O)(=O)N2CCOCC2)c1 | 10 | -1.5 | -1 | -3 | -1 | 6 | 4 | -1 | 0 | 0
CCN(CC)c1ccc(NC(=O)c2ccco2)cc1 | 4 | -10 | -4 | 4 | -4 | -2 | 5 | 0 | 4 | 3
O=C1C=C(c2cccc(OCc3ccccc3)c2)C[C@@H](c2ccc3c(c2)OCO3)C1 | 3 | 1.2 | 0 | -6 | -1 | 7 | 9 | 7 | -32 | -6
CN(c1ccccc1)S(=O)(=O)c1ccc(C(=O)Nc2nnc(C3CC3)s2)cc1 | 5 | 0.5 | 1 | -10 | 5 | -8 | -10 | 0 | 3 | -17
Cc1ccc(C)n1CCN1CCN(C(=O)c2ccc(Cl)cc2)CC1 | 3 | -1.0 | 2 | 5 | -3 | 16 | 3 | -1 | 5 | -3
O=C(/C=C/c1ccccc1)N1CCC(Cc2ccccc2)CC1 | 1 | -0.1 | 1 | -5 | 3 | 2 | -3 | 2 | -15 | -2
CC(=O)N/N=C(/c1ccccc1)C(O)c1ccccc1 (centres undefined) | 4 | 0.2 | 5 | 4 | -6 | -4 | -1 | 1 | 6 | -6
N#C/C(=C(/O)c1ccco1)c1nc2ccccc2s1 | -6&-6 | -3.9&-1.4 | -2&-2 | 0&-5 | 1&2 | 9&9 | 2&2 | -1&1 | 12&4 | 8&17
CN1CCc2c(sc3c2c(=O)n(-c2ccccc2)c2nncn32)C1 | 0 | -0.6 | 1 | 0 | 19 | -3 | 7 | 2 | -2 | 0
Cc1ccc(S(=O)(=O)c2nc(S(C)(=O)=O)sc2N2CCC(C(N)=O)CC2)cc1 | 3 | -3.3 | -7 | 7 | 7 | -4 | -3 | 1 | 5 | 3
CCOc1ccc(NC(=O)c2cn(CC(C)C)c(=O)c3c2c2ccccc2n3C)cc1 | -2 | -0.5 | -1 | 1 | 1 | -8 | -4 | 1 | 3 | 0
Cc1cccc(C(=O)N/N=C/C(C)Cc2ccc3c(c2)OCO3)c1 (centres undefined) | -4 | -1.9 | 2 | -2 | -2 | -4 | 11 | 0 | -1 | 7
COc1ccc(N2CCN(C(=O)c3ccccc3N(C)S(=O)(=O)c3ccc(C)cc3)CC2)cc1 | 0 | -3.0 | -7 | 0 | 2 | -1 | -7 | -1 | 0 | -3
COc1ccc(-c2c(-c3ccccc3OC)oc3ccccc23)cc1F | -3 | 3.2 | -1 | 4 | -2 | 4 | -3 | 2 | -25 | -13
Cc1cccc(C(=O)OCC(=O)NC2CC2)c1O | -5 | 1.2 | 0 | 1 | -2 | -2 | 2 | 4 | 3 | 3
CC(=O)Nc1ccc(C(=O)CSc2nnnn2C2CCCC2)cc1 | 6 | -1.2 | -3 | -6 | 2 | 1 | 2 | 0 | -2 | -11
COc1ccccc1OCCNC(=O)c1ccc(C(C)(C)C)cc1 | -2 | -2.9 | -1 | 2 | -2 | 2 | -4 | 2 | -8 | -2
O=C(CCCc1ccccc1)Nc1cccnc1 | -6 | 0.3 | 0 | 1 | -2 | 2 | -1 | 0 | -6 | -1
COc1cccc(CNC(=O)C2CCCN(c3nn4c(=O)cc(C)nc4s3)C2)c1 (centres undefined) | -1 | -0.1 | -1 | -4 | -4 | -7 | 2 | -1 | 1 | 0
CC(C)(Oc1ccc(Cl)cc1)C(=O)N/N=C/c1cn[nH]c1-c1ccccc1 | -7 | -1.8 | 0 | -6 | 2 | 2 | 3 | -2 | -20 | 2
COc1cc2c(C)nc(C)c(C#N)c2cc1OC | -3 | -1.6 | -2 | -1 | -3 | 4 | 8 | -5 | 2 | 1
COc1cc(-c2cc(NC(C)=O)c3ncc(-c4ccc(C(C)=O)cc4)n3c2)cc(OC)c1OC | 4 | -1.6 | -2 | -15 | 2 | 2 | 0 | -4 | . | -5
CCC(=O)c1cn(CC(=O)Nc2ccccc2Cl)c2ccccc12 | 5 | 11* | 0 | -2 | -3 | 13 | 5 | -1 | -14 | -8

A run of entries from the list above, as a working copy:
SMILES | DDE Tn7 FP inh | PG9 Ab binder | LEDGF integ inh | SIAE primary | PRMT1 FP inh | TDP2 absorb | TCR CD3 inh | UHRF1 binding | HTRA1 inhibitor | ABHD4 inh
COc1ccc(N2CCN(C(=O)c3ccccc3N(C)S(=O)(=O)c3ccc(C)cc3)CC2)cc1 | 0 | -3.0 | -7 | 0 | 2 | -1 | -7 | -1 | 0 | -3
COc1ccc(-c2c(-c3ccccc3OC)oc3ccccc23)cc1F | -3 | 3.2 | -1 | 4 | -2 | 4 | -3 | 2 | -25 | -13
Cc1cccc(C(=O)OCC(=O)NC2CC2)c1O | -5 | 1.2 | 0 | 1 | -2 | -2 | 2 | 4 | 3 | 3
CC(=O)Nc1ccc(C(=O)CSc2nnnn2C2CCCC2)cc1 | 6 | -1.2 | -3 | -6 | 2 | 1 | 2 | 0 | -2 | -11
COc1ccccc1OCCNC(=O)c1ccc(C(C)(C)C)cc1 | -2 | -2.9 | -1 | 2 | -2 | 2 | -4 | 2 | -8 | -2
O=C(CCCc1ccccc1)Nc1cccnc1 | -6 | 0.3 | 0 | 1 | -2 | 2 | -1 | 0 | -6 | -1
COc1cccc(CNC(=O)C2CCCN(c3nn4c(=O)cc(C)nc4s3)C2)c1 (centres undefined) | -1 | -0.1 | -1 | -4 | -4 | -7 | 2 | -1 | 1 | 0
CC(C)(Oc1ccc(Cl)cc1)C(=O)N/N=C/c1cn[nH]c1-c1ccccc1 | -7 | -1.8 | 0 | -6 | 2 | 2 | 3 | -2 | -20 | 2
COc1cc2c(C)nc(C)c(C#N)c2cc1OC | -3 | -1.6 | -2 | -1 | -3 | 4 | 8 | -5 | 2 | 1
COc1cc(-c2cc(NC(C)=O)c3ncc(-c4ccc(C(C)=O)cc4)n3c2)cc(OC)c1OC | 4 | -1.6 | -2 | -15 | 2 | 2 | 0 | -4 | . | -5
CCC(=O)c1cn(CC(=O)Nc2ccccc2Cl)c2ccccc12 | 5 | 11* | 0 | -2 | -3 | 13 | 5 | -1 | -14 | -8

The results go on.
SMILES | DDE Tn7 FP inh | PG9 Ab binder | LEDGF integ inh | SIAE primary | PRMT1 FP inh | TDP2 absorb | TCR CD3 inh | UHRF1 binding | HTRA1 inhibitor | ABHD4 inh
COC(=O)c1cc(Br)c(=O)n(CC(C)C)c1 | -8 | 0.6 | 0 | 4 | -2 | 0 | 9 | -1 | -5 | -6
COc1ccc(CNC(=O)COC(=O)CCc2nc3ccccc3c(=O)[nH]2)cc1 | 8 | -2.5 | -6 | -1 | 4 | 0 | -2 | 9 | -5 | 3
COc1ccc(N2C(=O)NC3CC2(C)Oc2ccc(Br)cc23)cc1OC (centres undefined) | -6 | -1.7 | -1 | 4 | 1 | 2 | 2 | 0 | -4 | 1
CC1CCC(C(C)C)C(OC(=O)CSc2nc(N)cc(=O)[nH]2)C1 (centres undefined) | -3 | -1.4 | 3 | 2 | 0 | -9 | 7 | 0 | -7 | 0
Cc1n[nH]c(C)c1N=Nc1cc(Cl)ccc1Cl | -2 | 0.4 | 0 | 0 | -4 | 0 | 8 | -1 | -19 | 0
Cc1ccccc1CC(=O)N1CCN(S(=O)(=O)c2cccs2)CC1 | 8 | -2.5 | -1 | -9 | 4 | -4 | -4 | 3 | -1 | -10
Cc1sc(NC(=O)CCl)c(C(=O)c2ccccc2)c1C | -4 | -2.2 | 3 | -2 | 6 | -12 | 6 | 1 | -1 | 0
COc1ccc(C(=O)Cn2c(=O)c(CCC(=O)O)nn3c4ccccc4nc23)cc1OC | -7 | 1.7 | 8 | -4 | -1 | -16 | 0 | 0 | 3 | -11
CC1=C(C(=O)OC(C)C)C(c2ccccc2Cl)CC(=O)N1 (centres undefined) | 2 | -0.1 | 3 | 17 | -1 | 14 | -3 | -3 | -1 | 2
O=S(=O)(c1cccc(Cl)c1Cl)N1CCCCC1 | 3 | -1.1 | 0 | 5 | 0 | 13 | 7 | -1 | 3 | -2
CC(=O)N1c2ccccc2S(=O)(=O)c2ccccc21 | -8 | -0.7 | -2 | 0 | 0 | -7 | -7 | 2 | 1 | 4
O=C(COc1cccc(NC(=O)c2ccccc2)c1)c1ccc(F)cc1 | -6 | 1.3 | 2 | -6 | 0 | 1 | 4 | 2 | -31 | 1
Cc1ccc(N(C(=O)c2csnn2)C(C(=O)NCc2ccccc2)c2cccnc2)cc1 (centres undefined) | -3 | 2.1 | 0 | 6 | 3 | -2 | 0 | -1 | 1 | 7
COc1ccc(Nc2nc(C)cc(C)c2C(N)=O)cc1 | 1 | -0.6 | -1 | 3 | -2 | -3 | 10 | -4 | -5 | 5
Cc1ccnc2nc(C(=O)NC3CCCc4ccccc43)nn12 (centres undefined) | -12 | 1.2 | 1 | -9 | 0 | -4 | 2 | 2 | -2 | 8
COc1ccc([N+](=O)[O-])cc1NCc1cccc([N+](=O)[O-])c1 | 6 | 0.0 | -2 | 7 | -2 | -4 | 16 | 0 | -10 | 11
O=C(c1ccco1)N1CCN(Cc2nnnn2CCc2ccccc2)CC1 | 3 | 0.9 | 0 | 1 | 0 | 6 | 3 | 2 | 3 | 5
Cc1ccccc1N1CCN(CC(=O)Nc2ccccc2C(=O)NC2CC2)CC1 | -9 | -0.5 | -1 | 8 | 0 | 2 | 3 | -3 | -1 | 2
COC(=O)[C@]12C[C@H](CC(=O)NCc3ccccc3)C(=O)N(Cc3ccc(Cl)cc3Cl)C1=C[C@H](C1CCCC1)O[C@@H]2C | 1 | . | -1 | -6 | 1 | -6 | . | 3 | . | -7
COc1cc(SC)ccc1C(=O)Nc1ccc2c(c1)CCC2 | -1 | -0.9 | -4 | -10 | 4 | 5 | -2 | 2 | -40 | -2
CCN1CCC2(CC1)Oc1c(OC)cccc1C1CC(c3cccnc3)=NN12 (centres undefined) | 1 | -0.7 | -2 | 11 | 0 | 9 | -4 | -1 | . | 2
O=C(O)c1cccc(S(=O)(=O)N(Cc2ccccc2)c2ccc(Cl)cc2)c1 | -3 | 0.5 | 6 | -2 | -5 | 8 | 2 | 0 | -18 | -11

Rows were taken by chance; overall some 4.2% were active at least once.
